Bioassay records (PubChem)
CRFBP-R2 agonist: CRF-BP/CRF-R2 complex agonism. HEK293 CRF-R2/CRF-BP, calcium dye fluorescence (FLIPR); percent of saturating CRF peptide response. activation, % at 13.2 µM. 0.46% of 350,000 active;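 active = activation of at least 50%, plus an integration ratio under a set limit after plate pattern correction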;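 also: plate controls were neutral control wells without compound for no effect and CRF at EC100 for full effect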
CHRM5 agonist: agonists of human muscarinic M5 receptor (CHRM5); AID 624037; 0.19% of 360,000 active; activation, % at 3 µM; CHO-K1 hM5 cells, Fluo-8 calcium fluorescence; 0% DMSO wells, 100% maximal acetylcholine response;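 active = activation above the run's mean over test compounds plus 3 SD, cut at about 23% in these data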;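 also: signal is peak over basal fluorescence ratio across the kinetic read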
TAAR1 agonist: agonists of human TAAR1; activation, % at 3 µM; AID 624467; 0.99% of 360,000 active; CHO RD-HGA16 TAAR1, Fluo-8 calcium fluorescence; vehicle wells 0%, saturating PEA agonist 100%;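 active = activation above the mean activation of all test compounds in the run plus 3 SD, cut at about 38% in these data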
Target sequence (Q96RJ0 whole entry, looked up): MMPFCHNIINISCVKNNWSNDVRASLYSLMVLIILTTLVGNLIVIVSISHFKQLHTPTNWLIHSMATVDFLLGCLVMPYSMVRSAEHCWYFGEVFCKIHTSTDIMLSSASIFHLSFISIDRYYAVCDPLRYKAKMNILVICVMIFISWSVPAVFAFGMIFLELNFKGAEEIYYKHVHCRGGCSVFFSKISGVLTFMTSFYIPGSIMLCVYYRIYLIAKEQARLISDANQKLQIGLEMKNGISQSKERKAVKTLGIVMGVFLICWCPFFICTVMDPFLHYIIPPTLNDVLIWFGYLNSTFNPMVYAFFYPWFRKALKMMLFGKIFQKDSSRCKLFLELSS
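Repeats: no replicates (n 1) | Material: CHO-derived RD-HGA16 cells with stable Gα16 and human TAAR1 | Technique: Kinetic Fluo-8 calcium fluorescence | Schedule: 17-24 h seeding, 75 min 37 °C dye, 30 min RT | Evaluation: % activation from peak over basal fluorescence ratio, DMSO-to-PEA scaled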
CHRM5 antagonist: CHRM5 antagonism in calcium assay; CHO-hM5 cells, Fluo-8 calcium fluorescence, ACh EC80; inhibition, % at 3 µM; 0.59% of 360,000 active;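 active = inhibition above a per-plate cutoff, the mean of that plate's test compounds plus 3 SD, cut at about 27% in these data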;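 also: 0% = acetylcholine EC80 with DMSO and 100% = DMSO without agonist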
M1 PAM parental: counter-screen for M1 PAMs: effect in parental CHO-K1 cells; ATP EC20, Fluo-8 calcium fluorescence; 0% at ATP EC20, 100% at ATP max; activation, % at 3 µM; 0.02% of 360,000 active; AID 602247;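 active = activation above the run cutoff, the mean activation of all test compounds plus 3 SD, cut at about 40% in these data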;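 also: peak over basal fluorescence ratio in a 140 s read after ATP addition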
CHRM5 PAM: positive allosteric modulators of human muscarinic M5 receptor; P08912; 0.3% of 360,000 active; AID 624038; CHO-K1 hM5, Fluo-8 calcium, ACh EC20 PAM; 0% = ACh EC20, 100% = ACh EC100; activation, % at 3 µM;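 active = activation above the run cutoff, the mean activation of all test compounds plus 3 SD, cut at about 18% in these data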
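Measured by: Fluo-8 calcium fluorescence; material: human M5 receptor in CHO-K1 cells; schedule: Post-acetylcholine fluorescence recording 140 s; benchmarks: low control EC20 acetylcholine (0%), high control EC100 acetylcholine (100%); read-out: Max/basal fluorescence ratio as % of EC20–EC100 ACh window; compound: single dose, 3 µM nominal final test concentration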
CRFR2-BP antag: blocks CRF-induced signaling of the CRF-BP/CRF-R2 complex; 0.59% of 350,000 active; inhibition, % at 11.8 µM; AID 588475; HEK293 CRF-R2/CRF-BP, CRF-induced calcium fluorescence;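 active = inhibition of the ligand-induced calcium signal above about 50% at the single tested concentration, limit read from the data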
M4 PAM: CHRM4 positive allosteric modulation; P08173; CHO-K1 hM4/Gqi5, Fluo-8 calcium fluorescence, ACh EC20; 0% = ACh EC20, 100% = maximal ACh; activation, % at 3 µM; 0.4% of 360,000 active; AID 624126;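 active = activation above its plate's cutoff, the mean activation of sample wells plus 3 SD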; also: some results filed as inactive read as strong as hits
Target sequence (P08173 whole entry, looked up): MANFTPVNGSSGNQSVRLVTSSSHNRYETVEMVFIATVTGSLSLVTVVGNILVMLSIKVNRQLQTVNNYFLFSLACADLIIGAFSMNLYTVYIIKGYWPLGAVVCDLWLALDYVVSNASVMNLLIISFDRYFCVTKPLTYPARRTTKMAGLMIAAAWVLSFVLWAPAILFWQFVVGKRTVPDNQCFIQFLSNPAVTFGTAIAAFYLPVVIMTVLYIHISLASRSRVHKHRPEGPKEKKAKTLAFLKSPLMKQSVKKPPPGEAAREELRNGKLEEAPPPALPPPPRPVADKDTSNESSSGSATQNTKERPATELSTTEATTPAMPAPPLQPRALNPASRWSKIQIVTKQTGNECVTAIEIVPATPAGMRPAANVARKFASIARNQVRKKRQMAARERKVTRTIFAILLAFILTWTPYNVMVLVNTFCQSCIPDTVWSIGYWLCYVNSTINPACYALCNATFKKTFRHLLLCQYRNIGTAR
TAAR1 antag: antagonists of human TAAR1. CHO RD-HGA16 TAAR1, Fluo-8 calcium fluorescence, antagonist. inhibition, % at 3 µM. AID 624466. 1.5% of 360,000 active;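 active = inhibition above a per-plate cutoff, the mean inhibition of test compounds on that plate plus 3 SD, cut at about 49% in these data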;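 also: 0% = DMSO plus EC80 beta-PEA response and 100% = DMSO alone without agonist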
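test system = CHO RD-HGA16 cells bearing hTAAR1 | replication = singlicate | controls = DMSO-only wells and EC80 β-PEA-stimulated wells | reagent = EC80 β-phenethylamine stimulus | read-out basis = percent inhibition of PEA-evoked calcium signal, max/basal emission ratio | schedule = seeding 17-24 h prior, 75-min 37 °C, 30-min RT dye loading | signal = kinetic Fluo-8 calcium fluorescence measurement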
* marks the source's active call; other numbers are inactive results; / = not tested or not shown. Not a hit list; overall some 4.2% were active at least once.

item	smiles	CRFBP-R2 agonist	CHRM5 agonist	TAAR1 agonist	CHRM5 antagonist	M1 PAM parental	CHRM5 PAM	CRFR2-BP antag	M4 PAM	TAAR1 antag
1	COc1ccc(C(=O)NNC(=O)CCc2nc3ccccc3c(=O)[nH]2)cc1	1.8	3	2	2	9	14	4	13	2
2	CCN(CC)S(=O)(=O)c1cccc2cccnc12	-0.3	-3	2	-2	0	3	0	-5	5
3	Cn1c(-c2ccc(Cl)nc2)nc2ccccc21	-6.4	-4	-1	0	3	-4	1	0	-2
4	C=CCn1c(CCNC(=O)c2cccs2)nnc1SCC(=O)c1cccc([N+](=O)[O-])c1	-1.7	1	23	-1	17	-4	-15	-2	3
5	CC(C(=O)Nc1sccc1C(N)=O)N1C(=O)C2CC=CCC2C1=O (stereo not given)	-3.4	3	4	-2	8	-4	63*	-5	-9
6	CSc1nc2c(c(=O)n1-c1ccccc1)SCC2	0.2	-3	2	-4	26	9	-6	7	-7
7	CCOc1ccccc1N1CC(C(=O)Nc2cc(Cl)ccc2-n2cncn2)CC1=O (stereo not given)	-1.4	0	0	1	12	2	16	-3	8
8	CC1(C)NC(=O)N(CCOc2ccc3c(c2)CCC3)C1=O	-0.5	3	9	-1	-9	-7	1	0	-5
9	CCCNS(=O)(=O)c1ccc(OCC(=O)NCCC2=CCCCC2)cc1	-5.8	-5	4	3	6	-5	-16	-1	11
10	Cn1c(SCC(=O)O)nnc1-c1cccc(NC(=O)c2cccc3ccccc23)c1	-3.2	0	1	1	29	7	14	-5	-19
11	COc1cc(NC(=O)c2cc(C)on2)cc(OC)c1OC	-5.2	2	/	-2	-13	-1	16	-3	/
12	Cc1cc(C(=O)Nc2nc(C)c(C(=O)N(C)C)s2)ccc1[N+](=O)[O-]	0.8	0	0	-10	22	4	18	0	-6
13	CC(=O)Nc1ccnn1C1CCN(C(=O)c2cccc(C)c2C)CC1	-0.8	-2	0	6	-6	-4	3	-5	14
14	Cc1cccn2c(=O)c3cc(C(=O)N4CC(C)CC(C)C4)sc3nc12 (stereo not given)	0.8	-1	2	14	-1	-5	-6	2	-25
15	c1ccc(Cn2nnc3c(NCC4CC4)ncnc32)cc1	-1.3	0	0	-1	5	-3	5	1	-5
16	CN(C)c1ccnc(Oc2ccccc2)c1C#N	-1.5	-4	-3	-2	10	1	11	1	2
17	O=C(c1ccc(Cl)s1)N1CCN(c2nc3ccccc3s2)CC1	-1.7	5	1	3	27	-11	3	2	26
18	COc1ccc(N2CCN(CNC(=O)c3ccccc3)CC2)cc1	0.7	-7	4	18	18	2	9	6	-16
19	CCOc1ccc(CSCCNC(=S)Nc2ccc(OC)cc2)cc1	-1.1	-7	0	14	-6	-14	4	-26	14
20	C=C(C)CCC(C)N1CCC(n2nccc2NC(=O)CCCc2ccccc2)CC1 (stereo not given)	2.1	-8	4	8	12	-2	-14	1	-16
21	OCCNc1nc(Nc2ccccc2OC(F)(F)F)nc(N2CCCC2)n1	-1.2	1	7	8	4	-3	-5	4	15
22	CCOC(=O)Cn1c(C)cc(COC)c(C#N)c1=O	1.5	-3	3	-2	17	-4	-5	-1	14
23	COCCN(C(=O)COC(=O)C12CC3CC(CC(C3)C1)C2)c1c(N)n(Cc2ccccc2)c(=O)[nH]c1=O	-0.2	1	6	4	0	6	-7	1	4
24	CCOC(=O)N1CCN(S(=O)(=O)N2CCCC(C(=O)NCCc3ccc(OC)c(OC)c3)C2)CC1 (stereo not given)	0.1	1	2	10	24	-5	15	-1	-15
25	Cc1onc(-c2ccccc2Cl)c1C(=O)Nc1ccc(-c2nnc3n2CCCCC3)cc1	0.4	-3	13	7	-8	-16	6	-4	34

(cont.)
item	smiles	CRFBP-R2 agonist	CHRM5 agonist	TAAR1 agonist	CHRM5 antagonist	M1 PAM parental	CHRM5 PAM	CRFR2-BP antag	M4 PAM	TAAR1 antag
26	O=C(CCc1nc(-c2ccccc2F)no1)Nc1cccnc1	-0.6	4	5	-8	-11	1	5	1	-15
27	O=Cc1c(N2CCOCC2)nc2ccccn2c1=O	1.5	2	7	-13	13	8	-3	-3	8
28	O=C(O)c1ccc2c(=O)n3c(nc2c1)/C(=C/c1ccc(Cl)c(Cl)c1)CC3	-0.6	-3	2	-4	-6	2	-1	-3	-7
29	CCCCCCn1c(=O)c(Cc2ccccc2)c(O)c2ccccc21	-0.8	-3	-3	4	-12	-6	32	-6	-11
30	CCOc1ccc(C(=O)Nc2ccc(CN3CCOCC3)cc2)cc1Cl	15	-4	6	7	-8	2	-26	-3	4
31	Cn1cccc1C(=O)OCC(=O)Nc1ccc2c(c1)OCCO2	-2.9	2	4	10	10	5	-3	5	0
32	O=C(CN1CCCC1)Nc1c2c(cc3c1CCC3)CCC2	-2.6	-5	1	5	18	-4	14	-3	-25
33	C#CCOCCOCCOCCNc1nc(N2CCN(C(=O)[C@H](CC(N)=O)n3cc(C(N)[C@@H](C)CC)nn3)CC2)nc(N2CCN(C(=O)[C@H](CCC(=O)O)n3cc([C@@H](N)CCCCN)nn3)CC2)n1 (stereo not given in full)	-2.0	4	10	-4	4	5	7	-2	12
34	C(=C\c1sc(Nc2ccccc2)n[n+]1-c1ccccc1)/c1ccccc1	-0.2	2	19	8	23	0	-2	-10	-8
35	CCOC(=O)c1ccccc1NC(=O)COC(=O)C(CC)Oc1ccccc1 (stereo not given)	1.0	-2	0	-6	4	-7	2	-4	14
36	COc1ccc([C@H]2CC(=O)C=C(c3ccccc3)C2)cc1OC	-1.3	3	6	3	-6	-15	10	-7	31
37	O=c1c2ccccc2nc(-c2ccco2)n1Cc1ccccc1	-0.7	-6	16	11	15	-5	-9	-2	25
38	Cc1ccc2c(c1)c1c(n2CC(O)Cn2c(C)nc3ccccc32)C(=O)CCC1 (stereo not given)	-0.7	2	4	1	10	-14	4	-12	11
39	Cc1c(CCC(=O)O)c(=O)oc2c(C)c3occ(-c4ccc(Cl)cc4)c3cc12	0.4	-6	7	8	0	-1	-21	-6	17
40	Cc1ccc(/C=N/n2c(-c3ccccc3)n[nH]c2=S)cc1	-3.9	-6	-2	14	-22	-7	-11	-6	-30
41	COc1cc2c(cc1OC)C(C)N(CC(=O)Nc1ccc(C)c(S(=O)(=O)N3CCOCC3)c1)CC2 (stereo not given)	-0.3	-1	4	-2	23	4	2	3	-18
42	Cc1ccc(S(=O)(=O)NCC(=O)OCc2csc(CC(=O)Nc3ccccc3C)n2)cc1C	-1.5	-6	2	14	2	-20	9	0	-6
43	COc1ccc(C2NC(=O)c3ccccc3O2)cc1OC (stereo not given)	-0.3	-2	14	3	12	-4	-9	11	-22
44	C=CCn1c(SCC(=O)N2CCOCC2)nc2sc3c(c2c1=O)CCCC3	-1.6	-4	1	3	9	5	12	3	14
45	O=C1Nc2ccc([N+](=O)[O-])cc2OC1CCN1CCN(Cc2ccc3c(c2)OCO3)CC1 (stereo not given)	0.8	-4	3	-5	1	5	1	12	-10
46	CCN1C(=O)[C@H]2[C@@H](c3ccc(-c4ccc(F)cc4)cc3)N3CCCC[C@@]3(C(=O)OC)[C@H]2C1=O	1.9	1	13	-3	16	6	-10	12	6
47	Cn1c(CSc2ncccn2)nnc1SCC(=O)N1CCCCC1	-0.9	-2	0	-10	18	-1	9	-5	6
48	CCC(=O)Nc1ccc(Nc2nc(C)c([N+](=O)[O-])c(Nc3ccc(NC(=O)CC)cc3)n2)cc1	-0.7	2	10	18	12	-16	8	-10	44
49	COc1ccccc1NC(=S)N(CCCN1CCOCC1)Cc1cn(C)c2ccccc12	1.0	-2	2	9	-10	-7	-2	-5	4
50	O=C(NCCCn1ccnc1)/C(=C\c1cccs1)NC(=O)c1ccco1	-3.5	-4	5	7	24	0	12	3	-20

By substructure, those above containing a furan ring, fused or not (three)
item	smiles	CRFBP-R2 agonist	CHRM5 agonist	TAAR1 agonist	CHRM5 antagonist	M1 PAM parental	CHRM5 PAM	CRFR2-BP antag	M4 PAM	TAAR1 antag
37	O=c1c2ccccc2nc(-c2ccco2)n1Cc1ccccc1	-0.7	-6	16	11	15	-5	-9	-2	25
39	Cc1c(CCC(=O)O)c(=O)oc2c(C)c3occ(-c4ccc(Cl)cc4)c3cc12	0.4	-6	7	8	0	-1	-21	-6	17
50	O=C(NCCCn1ccnc1)/C(=C\c1cccs1)NC(=O)c1ccco1	-3.5	-4	5	7	24	0	12	3	-20

Later entries
item	smiles	CRFBP-R2 agonist	CHRM5 agonist	TAAR1 agonist	CHRM5 antagonist	M1 PAM parental	CHRM5 PAM	CRFR2-BP antag	M4 PAM	TAAR1 antag
51	O=C(/C=C/c1cc([N+](=O)[O-])ccc1OC(F)F)Nc1ccc(OC(F)F)cc1	4.3	-4	2	-3	3	-3	44	-5	9
52	Cc1ccc(N2C(=O)C(Cc3ccccc3)NC2=S)cc1 (stereo not given)	-2.5	-2	7	3	1	-4	-13	4	-17
53	CCOC(=O)[C@@H]1[C@H]2COc3ccccc3[C@@H]2N2C(=O)N(c3ccc(OC)cc3)C(=O)[C@@]12C	-3.5	2	3	3	19	7	7	8	-14
54	C=CCn1c(COc2cccc3ccc(C)nc23)nnc1SCC(=O)O	3.5	3	3	0	-5	4	-18	0	1
55	CNC(=O)c1c(Br)cnn1-c1ccc(C)cc1	0.5	-5	5	1	2	-7	31	-3	4
56	Cc1ccc(S(=O)(=O)N2CCOC23CCN(S(=O)(=O)c2cccs2)CC3)cc1	2.0	2	0	0	-2	0	0	4	5

Molecules listed so far that have a COOH group (5):
item	smiles	CRFBP-R2 agonist	CHRM5 agonist	TAAR1 agonist	CHRM5 antagonist	M1 PAM parental	CHRM5 PAM	CRFR2-BP antag	M4 PAM	TAAR1 antag
10	Cn1c(SCC(=O)O)nnc1-c1cccc(NC(=O)c2cccc3ccccc23)c1	-3.2	0	1	1	29	7	14	-5	-19
28	O=C(O)c1ccc2c(=O)n3c(nc2c1)/C(=C/c1ccc(Cl)c(Cl)c1)CC3	-0.6	-3	2	-4	-6	2	-1	-3	-7
33	C#CCOCCOCCOCCNc1nc(N2CCN(C(=O)[C@H](CC(N)=O)n3cc(C(N)[C@@H](C)CC)nn3)CC2)nc(N2CCN(C(=O)[C@H](CCC(=O)O)n3cc([C@@H](N)CCCCN)nn3)CC2)n1 (stereo not given in full)	-2.0	4	10	-4	4	5	7	-2	12
39	Cc1c(CCC(=O)O)c(=O)oc2c(C)c3occ(-c4ccc(Cl)cc4)c3cc12	0.4	-6	7	8	0	-1	-21	-6	17
54	C=CCn1c(COc2cccc3ccc(C)nc23)nnc1SCC(=O)O	3.5	3	3	0	-5	4	-18	0	1
